# Source: PubChem
# TRb-SRC2 inh – inhibitors of human thyroid hormone receptor beta-SRC2 interaction | TRbeta-SRC2 peptide binding, fluorescence polarization; receptor liganded with 1 µM T3 | P10828 | Potency, µM (highest dose often 106 µM), for the others: top-dose activity change, negative = inhibition, most hits filed as inhibitors | actives 0.065% (n = 280,000) | AID 1469;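 also: plate controls were bound peptide for no effect and peptide without receptor for full effect; nearly all actives have a fitted effect of over 50% in size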
# Target sequence (P10828 whole entry, looked up): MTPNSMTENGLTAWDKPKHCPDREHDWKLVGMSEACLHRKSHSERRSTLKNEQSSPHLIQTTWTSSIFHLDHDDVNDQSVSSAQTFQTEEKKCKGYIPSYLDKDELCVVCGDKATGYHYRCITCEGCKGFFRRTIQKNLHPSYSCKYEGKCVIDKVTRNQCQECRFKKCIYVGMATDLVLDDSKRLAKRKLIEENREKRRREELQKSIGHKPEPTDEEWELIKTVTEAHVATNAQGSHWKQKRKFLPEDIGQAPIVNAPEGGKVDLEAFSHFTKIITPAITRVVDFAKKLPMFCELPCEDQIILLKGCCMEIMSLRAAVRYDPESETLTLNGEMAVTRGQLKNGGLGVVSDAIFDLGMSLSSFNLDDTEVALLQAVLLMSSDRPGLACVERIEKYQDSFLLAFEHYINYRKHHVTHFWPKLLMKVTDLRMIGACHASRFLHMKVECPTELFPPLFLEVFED
#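 Human TRb ligand-binding domain (0.6 uM) is mixed with 20 nM Texas Red SRC2 peptide and 1 uM T3; after compound addition and 5 hr at ambient temperature, polarization is measured and normalized to unbound and bound controls.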
# GLA spleen mod – inhibitors or activators of human alpha-galactosidase in spleen homogenate; P06280; human spleen homogenate, 4MU-alpha-Gal fluorescence, 40 min; Potency, µM (series often up to 80 µM), inactives show at the top dose activity change, negative = inhibition, most hits filed as inhibitors; actives 0.008% (n = 240,000);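 also: 0% = enzyme with vehicle and -100% = no enzyme basal signal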
# Target sequence (P06280 32-429 limits assumed): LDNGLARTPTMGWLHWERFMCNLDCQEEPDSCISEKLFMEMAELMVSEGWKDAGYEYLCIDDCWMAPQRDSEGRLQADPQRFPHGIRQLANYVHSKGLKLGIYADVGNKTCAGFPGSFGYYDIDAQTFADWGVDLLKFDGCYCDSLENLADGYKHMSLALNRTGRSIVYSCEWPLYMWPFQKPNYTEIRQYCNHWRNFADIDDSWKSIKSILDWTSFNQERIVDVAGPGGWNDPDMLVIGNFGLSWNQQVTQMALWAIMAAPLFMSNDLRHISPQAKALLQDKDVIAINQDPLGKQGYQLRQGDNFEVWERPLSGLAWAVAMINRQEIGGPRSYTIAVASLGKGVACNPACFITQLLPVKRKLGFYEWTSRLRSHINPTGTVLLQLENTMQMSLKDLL
#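 Fluorogenic readout (Ex 365/Em 440 nm) of 4-methylumbelliferone released from 1 mM 4-MU-alpha-galactoside by spleen homogenate, 40 min at 37C, pH 5.0. Data normalized to no-enzyme and enzyme controls; Hill-equation AC50 from compound titrations.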
# L3MBTL1 inh – L3MBTL1 (human) inhibition; actives 0.66% (n = 230,000); AlphaScreen L3MBTL1–H3K9me1 peptide binding; Q9Y468; Potency, µM (series often up to 57.1 µM), without a hit: at the highest dose activity, negative = inhibition, actives largely listed as inhibitors; also: nearly all actives have a fitted effect of over 60% in size
#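 First, the protein-peptide complex forms for 30 min at room temperature (L3MBTL1 50 nM, biotinylated H3K9me1 peptide 75 nM). Next, compounds are pin-transferred and incubated 30 min. Finally, AlphaScreen beads are added and read after 30 min.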
# Tau fluor cs – counter-screen for tau fibril formation inhibitors; actives 0.93% (n = 280,000); Potency, µM (titrated, usually from 57.7 µM), for inactives: top-dose activity change, negative = decrease; tau K18 P301L Alexa594 fluorescence, heparin fibrillization; also: nearly all actives have a fitted effect of over 55% in size
#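 Human tau K18 P301L (15 uM unlabeled, 0.24 uM Alexa 594-labeled) in 100 mM sodium acetate pH 7 with 20 uM heparin, 6 hr at 37 C. ThT 30 uM added, 1 hr ambient; Alexa 594 FP and total fluorescence read at 555/632 nm.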
# Tau FP inhib – tau fibrillization inhibition (FP); P10636; K18 P301L tau heparin fibrillization, Alexa594 FP, 6 h; Potency, µM (titrated, usually from 57.7 µM), for the others: top-dose activity, negative = inhibition, usual class: inhibitors; actives 0.39% (n = 280,000); also: nearly all actives have a fitted effect of over 55% in size
# Target sequence (P10636 561-689 P618L limits assumed): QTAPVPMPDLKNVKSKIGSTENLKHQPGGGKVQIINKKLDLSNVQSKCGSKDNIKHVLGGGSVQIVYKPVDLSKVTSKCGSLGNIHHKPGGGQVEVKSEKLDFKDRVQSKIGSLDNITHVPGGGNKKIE
#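 Read-out: fluorescence polarization of Alexa 594-labeled tau (0.24 uM), 555 nm excitation, 632 nm emission. Mixtures held 15 uM unlabeled K18 P301L, compound and 20 uM heparin, pH 7 acetate buffer, incubated 6 hr at 37 C.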
# Tau fibril ThT – blocks human tau fibril formation measured by thioflavin T; P10636; actives 2.1% (n = 270,000); recombinant tau K18 P301L, heparin-induced fibrillization, ThT fluorescence; Potency, µM (doses to about 57.4 µM), inactives show top-dose activity, negative = inhibition, hits mostly inhibitors; also: nearly all actives have a fitted effect of over 55% in size
#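 Using a mix of unlabeled (15 uM) and Alexa 594-labeled (0.24 uM) tau K18 P301L, heparin-triggered fibrillization over 6 hr at 37 C was scored by ThT fluorescence.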
# TexasRed fluor – alters Texas Red total fluorescence, flagging assay interference | TRb/SRC2 Texas Red total fluorescence interference | Potency, µM (highest dose often 106 µM), for the others: at the highest dose fluorescence change, negative = quenching | actives 0.29% (n = 280,000) | AID 1479; active = well fitted curve in either direction with a large enough effect; inconclusive = small, poorly fitted or top-dose-only effect
#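 Flags fluorescent or light-absorbing compounds by total fluorescence, S + 2P, at 555 nm excitation and 632 nm emission. Mixture: 20 nM Texas Red SRC2 peptide, 0.6 uM human TRb LBD, 1 uM T3, 5% DMSO; compound exposure 5 h at ambient temperature.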
# ALDH1A1 inh – blocks purified human ALDH1A1 activity; P00352; actives 7.3% (n = 220,000); Potency, µM (doses to about 75.3 µM), without a hit: at the top dose activity, negative = inhibition, most hits filed as inhibitors; AID 1030; Purified ALDH1A1, NADH fluorescence, propionaldehyde substrate; active = well fitted inhibition curve with a large enough effect, not every such curve was filed as active; inconclusive = small, poorly fitted or top-dose-only effect, or another doubt; inactive = no such curve, though single readings can be large or run the other way;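 also: plate controls were no enzyme wells and a reference inhibitor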
# * hit, by the source's call; ? = inconclusive; nt = no result given; & = joins results of further samples; [ ] = remark or other dose. Unless noted, calls follow the shape of the dose curve; as a rule, active = well fitted curve in the direction sought with a large enough effect; inconclusive = small, poorly fitted or top-dose-only effect, or another doubt; inactive = no such curve, though single readings can be large; an effect the other way counts as inactive or inconclusive. Unless noted, % is scaled to controls: 0 for no effect and ±100 for the full control effect; potency is read from the fitted curve at half-maximal effect.
SMILES,TRb-SRC2 inh,GLA spleen mod,L3MBTL1 inh,Tau fluor cs,Tau FP inhib,Tau fibril ThT,TexasRed fluor,ALDH1A1 inh
CSc1nnc(C)c(=O)n1COC(=O)COc1ccccc1,5.5%[53 µM],-4.0%,11.4%,7.4%,-1.2%,1.3%,-1.1%[53 µM],-6.9%
CSc1nsc(SC)c1CO,-2.0%,2.2%,10.9%,-8.0%,3.3%,-7.6%,0.6%,10.2%
CC(C)c1nc2c(c(=O)c3ccccc3n2C)c(=O)n1-c1ccc(F)cc1,0.5%,6.5%,6.4%,13.6%,6.1%,-1.4%,-4.4%,6.1%
O=C(NC1CC1)c1ccc(COc2ccc(F)cc2)o1,-6.8%,-2.9%,-5.5%,-7.4%,13.9%,-9.0%,-0.1%,-2.4%
O=C(CSc1nc2sc3c(c2c(=O)[nH]1)CCC3)NCCO,6.4%,-0.4%,-1.7%,-7.3%,0.2%,-6.5%,-0.8%,nt
CCCCOC(=O)Cn1cnc2ccc(Br)cc2c1=O,2.8%,-4.3%,8.5%,-6.9%,-0.3%,-8.2%,1.0%,-1.8%
c1ccc(OCc2nc3ccccc3s2)cc1,7.9%,3.0%,30.4%[activator],-5.7%,0.6%,-15.2%,1.4%,9.9%
S=C1NCN(C2CCCCC2)CN1c1ccccc1,-4.8%,-0.5%,3.8%,-8.4%,-1.1%,-9.3%,-4.6%,15.9%
CCOC(=O)c1nc(Nc2cccc(C)c2)c2ccccc2n1,1.4%&-3.1%,-4.9%,35.1%[activator],-23.5%&-17.6%,?,-15.6%&-2.4%,-0.8%&-2.5%,6.5%
COC(=O)c1ccccc1CON1C(=O)C(C)(C)N(OCc2ccccc2C(=O)OC)C(=O)C1(C)C,-8.0%,-14.1%,-1.1%,-0.2%,11.1%,-9.5%,1.0%,6.6%
COc1ccc(OCCC(=O)OCC(=O)Nc2cccc(S(=O)(=O)N3CCOCC3)c2)cc1,1.5%,6.0%,2.7%,-9.1%,2.0%,-2.3%,-1.3%,10.4%
O=C(COc1ccc(Cl)cc1)NCCC1=CCCCC1,-2.6%,-7.7%,8.0%,-4.4%,9.1%,-13.9%,-0.5%,-0.8%
Cc1oc(C(=O)O)cc1CSCc1ccoc1C(=O)O,2.3%,-0.1%,?,-1.3%,2.8%,-1.0%,1.1%,5.4%
Cc1ccn2cc(CNS(=O)(=O)c3ccc(Cl)s3)nc2c1,2.3%,6.0%,-3.6%,-6.5%,?,-10.8%,-0.6%,?
COc1ccc(CC(=O)NCc2nn(-c3ccccc3)nc2C)cc1OC,-3.0%,0.0%,0.2%,-5.6%,3.1%,-2.8%,-3.5%,-0.4%
CCOC(=O)N1CCC2(CC1)C(C#N)=C(N)OC1=C2C(=O)CC(C)(C)C1,1.0%,5.0%,8.9%,-3.6%,0.9%,-14.2%,-1.6%,-4.9%
Nc1nc(SCC(=O)N2CCCCCC2)[nH]c(=O)c1NC(=O)c1ccco1,3.6%,4.1%,0.9%,-1.0%,-4.7%,-3.4%,0.4%,3.6%
Cc1ccc(C(=O)Nc2ccc(SC(F)F)cc2)s1,-1.3%,7.7%,nt,-18.5%,-6.2%,-2.5%,-10.4%,2.4%
CC(C)CCOc1ccc(C(=O)C[N+]2(C)CCOCC2)cc1,-4.0%,-2.4%,nt,3.2%,4.8%,0.0%,-1.5%,?
CCCCNC(=O)C1CCN(Cc2nc(-c3ccc(OC)c(OC)c3)oc2C)CC1,-2.5%,nt,nt,1.9%,2.0%,0.4%,2.7%,nt
Cc1ccc(S(=O)(=O)N2CCOCC2)cc1NC(=O)CSc1nnnn1C,-6.9%,-7.7%,41.6%[activator],-5.5%,6.2%,-6.8%,-0.8%,-9.3%
CCOC(=O)C1=C(C)C/C(=N\NC(=O)c2ccccc2O)CC1,1.6%,1.7%,9.5%,-5.0%,1.6%,-8.2%,-3.2%,nt
COc1cc(Cl)c(C)cc1NC(=O)CN1c2ccccc2S(=O)(=O)c2ccccc21,-0.1%,nt,nt,-20.4%,-17.3%,-1.6%,-3.1%,nt
Cc1cccc(OCC(=O)Nc2ccc3nc(Nc4cccc(Cl)c4)cc(C)c3c2)c1,-0.6%,nt,nt,?,-7.2%,?,?,nt
CCNC(=S)Nc1cc(C(=O)N2CCCC2)ccc1N1CCCC1,-0.7%,-0.3%,7.3%,7.1%,5.9%,3.9%,-2.8%,-9.6%
O=C(CN(c1cccc(C(F)(F)F)c1)S(=O)(=O)c1ccc(Cl)c([N+](=O)[O-])c1)NCc1ccccc1,1.1%,-4.8%,-4.2%,?,-0.3%,?,1.8%,-11.1%
COc1ccccc1NC(=O)N1CCCC1C(=O)NCc1ccccc1 (centres undefined),-12.3%,4.1%,0.7%,6.0%,1.2%,4.1%,0.7%,3.7%
COC(=O)CNc1c(-c2ccccn2)nc2ccc(Br)cn12,-11.1%,2.2%,-8.8%,-15.5%,7.7%,?,2.7%,-9.5%
COc1ccc(N(C(C)=O)C2C=CS(=O)(=O)C2)c(OC)c1 (centres undefined),nt,2.3%,10.4%,2.5%,5.0%,7.8%,nt,0.2%
CCOc1cc(N2CCOCC2)c(OCC)cc1NC(=O)c1cc(C)cc(C)c1,-6.2%,-3.4%,0.9%,-18.0%,4.5%,?,-2.7%,-2.5%
Cc1cccc(C)c1NC(=O)c1ccc2c(c1)nnn2C1CCCC1,-3.6%,nt,nt,-4.1%,3.2%,-2.0%,-0.3%,nt
COc1ccc(-n2ccnc(NCCc3ccccc3)c2=O)cc1OC,-9.4%,nt,nt,-8.6%,-0.9%,-7.4%,-1.1%,nt
O=P(COCCO)(c1ccccc1)c1ccccc1,-4.7%,2.8%,nt,-4.3%,5.7%,1.2%,2.4%,5.1%
CC(OC(=O)c1ccc(-c2ccc([N+](=O)[O-])cc2)o1)C(=O)NC(N)=O (centres undefined),4.7%,-10.5%,nt,-28.4%,8.3%,?,-2.8%,nt
COc1ccc(-c2nc(CN3CCC(C(=O)NCCCOC(C)C)CC3)c(C)o2)cc1OC,0.0%,nt,nt,-3.3%,-2.2%,-0.3%,-5.0%,nt
O=C(COn1nnc2ccc(S(=O)(=O)N3CCOCC3)cc21)Nc1c(F)c(F)c(F)c(F)c1F,-7.2%,-0.1%,0.9%,-6.6%,-3.8%,-6.0%,0.8%,?
COc1ccc(-n2cc(C(=O)c3ccc4ccccc4c3O)cn2)cc1,6.1%,-4.1%,nt,-14.4%,0.6%,?,0.7%,-11.8%
Cc1cccc(-c2noc(CNC(=O)c3ccco3)n2)c1,-7.9%,nt,nt,-8.8%,-7.2%,2.0%,-8.7%,nt
Cc1cc(-n2c(C)cc(C(=O)CSc3nc4ccccc4c(=O)n3Cc3ccco3)c2C)no1,0.1%,19.6%,-3.0%[11.4 µM],13.5%,-4.6%,13.3%,-4.9%,6.6%
COc1ccc(C(=O)Nc2nnc(C)s2)cc1,1.7%,nt,nt,-8.6%,4.2%,-8.3%,1.3%,nt

# Ordered by molar mass (rising): four of the compounds above
SMILES,TRb-SRC2 inh,GLA spleen mod,L3MBTL1 inh,Tau fluor cs,Tau FP inhib,Tau fibril ThT,TexasRed fluor,ALDH1A1 inh
O=P(COCCO)(c1ccccc1)c1ccccc1,-4.7%,2.8%,nt,-4.3%,5.7%,1.2%,2.4%,5.1%
CC(OC(=O)c1ccc(-c2ccc([N+](=O)[O-])cc2)o1)C(=O)NC(N)=O (centres undefined),4.7%,-10.5%,nt,-28.4%,8.3%,?,-2.8%,nt
COc1ccc(-n2ccnc(NCCc3ccccc3)c2=O)cc1OC,-9.4%,nt,nt,-8.6%,-0.9%,-7.4%,-1.1%,nt
Cc1cc(-n2c(C)cc(C(=O)CSc3nc4ccccc4c(=O)n3Cc3ccco3)c2C)no1,0.1%,19.6%,-3.0%[11.4 µM],13.5%,-4.6%,13.3%,-4.9%,6.6%

# Later entries.
SMILES,TRb-SRC2 inh,GLA spleen mod,L3MBTL1 inh,Tau fluor cs,Tau FP inhib,Tau fibril ThT,TexasRed fluor,ALDH1A1 inh
COc1ccc(-c2noc(Cc3ccc(Cl)cc3)n2)cc1OC,-5.0%,1.9%,?,-22.6%,1.3%,-12.6%,-1.2%,-12.8%
O=C(Nc1ccc(S(=O)(=O)Nc2ncccn2)cc1)c1ccccc1NS(=O)(=O)c1ccc(F)cc1,5.0%,-3.5%,3.0%,6.8%,-4.4%,3.5%,-5.0%,?
COc1ccc(Br)c(C(=O)NC(C)(C)CO)c1,-3.3%,0.4%,-0.7%,0.5%,-1.3%,-5.2%,-3.9%,4.9%
COc1ccc2nc3cc(Cl)ccc3c(Nc3cc(C(C)C)c(O)cc3C)c2c1,5.7%,-6.7%,?,7.08µM*[quencher],?,5.01µM*,-3.8%,nt
O=C(Cc1ccccc1[N+](=O)[O-])NCc1ccc(Cl)cc1,0.2%,2.4%,4.8%,-8.2%,-1.3%,-8.0%,-8.6%,-6.5%
Cc1ccc(NC(=S)NNC(=O)c2c(Cl)c(C)nn2C)cc1,2.7%,-5.4%,11.4%,-26.0%,1.1%,?,-3.9%,?
C=CCNC(=O)C(C#N)c1nc2ccccc2nc1N1CCN(Cc2ccccc2)CC1 (centres undefined),1.6%,?,nt,-0.5%,-6.3%,-7.8%,-0.1%,?
Cc1sc2ncnc(Oc3ccc(-n4ccnc4)cc3)c2c1C,-1.8%,-5.3%,-4.5%,-6.7%,0.9%,?,3.7%,-11.7%
COc1ccc(N/C(N)=N/c2nc(C)cc(C)n2)c(OC)c1,6.5%,10.2%,-9.7%,-4.4%,-3.4%,-9.1%,-2.4%,5.2%
CCN(CCCNC(=O)c1nn(-c2ccc(C)cc2)c(=O)c2c1c1ccccc1n2C)c1cccc(C)c1,-0.4%,nt,nt,-18.6%,-2.5%,2.6%,-1.0%,nt
COc1ccc(CCNC(=O)c2cnn3cccnc23)cc1OC,-12.2%,-5.5%,6.0%,1.6%,-4.0%,-4.6%,-5.8%,11.2%
CC1CC(C)CN(C(=O)CSCC(=O)Nc2nc(-c3cccs3)cs2)C1 (centres undefined),-6.8%,-1.6%,-8.5%,-22.7%,-0.9%,?,-2.2%,?
O=C(NC(=S)Nc1cccc(O)c1)c1ccco1,5.7%,3.6%,-0.6%,-20.4%,7.7%,-13.1%,3.0%,?
